# High-throughput results: PubChem, National Center for Advancing Translational Sciences (NCATS)
# FBPA coupling cs – coupling enzyme interference in Giardia aldolase counter-screen; coupling enzyme system counterscreen, AmpLite Red fluorescence; activity change, negative = inhibition, % at 58.2 µM, hits read low; actives 0.67% (n = 290,000); in the data active means activity change below about -30%; further: on the % scale 0 is the no-effect control and ±100 the full control effect
#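 Counterscreen of the coupled detection system alone, without aldolase: glyceraldehyde-3-phosphate coupling enzymes plus AmpLite Red readout. Compounds at 57.5 uM final, 10 min RT preincubation, 20 min RT reaction, fluorescence 525/598 nm.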
# CXXC DNA block – blocks binding of human MLL CXXC domain to DNA; Q03164; MLL-CXXC / FITC-HOXA9 DNA fluorescence polarization; Potency, µM (highest dose often 115 µM), inactives show at the highest dose activity change, negative = inhibition, most hits filed as inhibitors; actives 0.037% (n = 290,000); AID 2662; active means well fitted inhibition curve with a large enough effect in the polarisation, with a control signal flat, not every such curve was filed as active; inconclusive means small, poorly fitted or top-dose-only effect, or effect the other way, or a change in a side signal; inactive means no such curve, though single readings can be large or run the other way; the % refers to the polarisation; further: potency means the concentration at half of the fitted maximal effect
#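 Fluorescence polarization: 7 uM MLL-CXXC (stock) preincubated 5 min with compounds, then 50 nM fluorescein-HOX-A9 DNA (stock) added; 30 min ambient. Buffer 50 mM Tris-HCl pH 7.5, 50 mM NaCl, 1 mM DTT, 0.05% BSA.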
# PKM2 act – activators of human pyruvate kinase M2. Potency, µM (highest dose often 57.5 µM), for inactives: at the highest dose activation, actives largely listed as activators. actives 0.34% (n = 260,000). purified PKM2, Kinase-Glo ATP luminescence, activation; response scale: 0% is enzyme alone, no compound; further: potency means the concentration at half of the fitted maximal effect; on the % scale 0 is the no-effect control and ±100 the full control effect; nearly all actives have a fitted effect of over 55% in size
#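 Purified hPK-M2 (>95%) run at intermediate activity with 0.1 mM ADP and 0.5 mM PEP in 50 mM imidazole pH 7.2, KCl, MgCl2; 1 h room temperature. ATP formed read by Kinase-Glo luminescence; normalized to uninhibited and no-enzyme controls.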
# USP2a block – USP2a (human) protease inhibition | USP2 core, Ub-CHOP2 coupled fluorogenic reporter, 485/531 | Potency, µM (doses to about 38.3 µM), without a hit: at the top dose activity change, negative = inhibition, actives largely listed as inhibitors | actives 0.01% (n = 330,000);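 further: potency means the concentration at half of the fitted maximal effect; plate controls were DMSO wells for no effect and full inhibition by NEM control for full effect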
# Target sequence (O75604 whole entry, looked up): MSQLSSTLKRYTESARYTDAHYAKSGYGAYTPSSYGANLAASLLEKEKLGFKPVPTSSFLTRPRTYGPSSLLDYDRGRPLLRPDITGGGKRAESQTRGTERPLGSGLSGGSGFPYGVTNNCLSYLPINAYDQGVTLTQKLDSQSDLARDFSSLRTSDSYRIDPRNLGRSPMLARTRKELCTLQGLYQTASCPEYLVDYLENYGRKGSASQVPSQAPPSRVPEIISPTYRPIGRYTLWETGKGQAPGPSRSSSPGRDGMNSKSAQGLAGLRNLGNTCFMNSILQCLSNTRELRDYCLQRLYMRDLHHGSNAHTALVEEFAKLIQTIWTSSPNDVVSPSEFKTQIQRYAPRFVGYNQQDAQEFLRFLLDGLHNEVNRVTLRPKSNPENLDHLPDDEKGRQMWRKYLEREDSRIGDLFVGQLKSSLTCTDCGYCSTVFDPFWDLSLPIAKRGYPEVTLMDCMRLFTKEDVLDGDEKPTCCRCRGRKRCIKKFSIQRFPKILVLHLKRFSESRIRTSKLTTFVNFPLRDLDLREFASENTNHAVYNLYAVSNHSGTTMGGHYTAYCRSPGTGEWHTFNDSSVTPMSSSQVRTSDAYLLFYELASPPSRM
#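 Cell-free coupled assay: 10nM USP2 core preincubated 30min RT with compound in Tris-HCl pH 8.0/CaCl2/CHAPS buffer, then 25nM Ub-CHOP2 and 25nM reporter substrate; fluorescence (Ex 485/Em 531) read after 60min RT, normalized to NEM inhibition, concentration-response curves fitted.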
# GALK inh – galactokinase (human) inhibition | P51570 | Purified GALK, Kinase-Glo residual ATP luminescence | Potency, µM (doses to about 57.5 µM), without a hit: at the highest dose activity change, negative = inhibition, most hits filed as inhibitors | actives 0.007% (n = 270,000); further: potency means the concentration at half of the fitted maximal effect; on the % scale 0 is the no-effect control and ±100 the full control effect
#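 Quantitative HTS: GALK 5 nM, ATP 35 uM, galactose 100 uM, 1 h room temperature, then luciferase-based ATP detection.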
# KCNH2 WT inh – KCNH2 (human, wildtype) channel inhibition; Q12809; U2OS, BacMam KCNH2, thallium flux FluxOr; active compounds read low; activity change, % at 1.84 µM; actives 0.37% (n = 340,000);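 active means maximum activity change below -70%; inconclusive means maximum activity change between -70% and -50%; inactive means maximum activity change above -50%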; further: on the % scale 0 is the no-effect control and ±100 the full control effect
#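 U2OS cells were transduced with wild-type KCNH2 virus (2.03 x 10^8 / mL) for 4 h at room temperature, then cultured overnight at 37 C. Thallium flux was read with FluxOr dye. Rate constants were normalized to DMSO controls.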
# Menin-MLL TR inh – menin-MLL binding inhibition, Texas Red mutant peptide. O00255. Menin + Texas Red MLL mutant peptide, fluorescence polarization. Potency, µM (doses to about 61.6 µM), for inactives: at the highest dose FP activity change, negative = inhibition, most hits filed as inhibitors. AID 1768. actives 0.23% (n = 270,000); active means well fitted inhibition curve with a large enough effect in the polarisation, with a control signal flat, not every such curve was filed as active; inconclusive means small, poorly fitted or top-dose-only effect, or effect the other way, or a change in a side signal; inactive means no such curve, though single readings can be large or run the other way; the % refers to the polarisation; further: potency means the concentration at half of the fitted maximal effect; % of control where 0% means no effect; many of its hits are not listed in these tables
# Giardia kill – kills Giardia lamblia | activity change, % at 7.66 µM, hits read low | actives 0.15% (n = 340,000) | Giardia lamblia trophozoite viability; in the data active means activity change below about -80%; inconclusive means between about -30% and that limit;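 further: parasites exposed to compound for two days anaerobically before the ATP read; on the % scale 0 is the no-effect control and ±100 the full control effect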
#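 Anaerobic 48 hrs incubation at 37 deg C of 100 trophozoites/well with test compounds; ATPLite 1-Step luminescence, 15-30 min RT, reports cellular ATP as viability.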
# KCNH2 3.1 inh – KCNH2 3.1 (human) potassium channel inhibition; actives 0.95% (n = 340,000); U2OS KCNH2 3.1, thallium flux FluxOr; active compounds read low; activity change, % (tested at about 1.8 µM);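 active means maximum activity change below -70%; inconclusive means maximum activity change from -70% to -50%; inactive means maximum activity change above -50%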;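 further: thallium influx rate constant from kinetic fluorescence after stimulation buffer; on the % scale 0 is the no-effect control and ±100 the full control effect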
#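 Thallium flux via FluxOr fluorescence (Red40 quencher, 45 min loading) in U2OS cells virally expressing the KCNH2 3.1 isoform (1.77 x 10^8 /mL virus, overnight at 37 C). Rate constants from 2-min kinetic reads post-stimulation, normalised to positive and negative controls.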
# TRPV1 ag – agonists of human vanilloid receptor 1 (TRPV1). TRPV1-expressing cells, Fluo-8 calcium influx, agonist mode. activation, % at 8.33 µM. actives 0.19% (n = 320,000). AID 540275; in the data active means activation above about 80%; inconclusive means between about 30% and that limit; further: 0% is about no effect
#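 TRPV1-expressing cells were cultured overnight at 35.5C and loaded with Fluo-8 calcium dye for 40 to 90 min at room temperature. After a 10 s baseline, compound was added and calcium influx was read kinetically for 3 min (ex 480/em 520 nm).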
# B2AR arrestin – beta2AR (human) beta-arrestin recruitment activity; P07550; beta-arrestin recruitment to beta2AR, cell-based reporter; Potency, µM (titrated, usually from 46.1 µM), inactives show top-dose activation, most hits filed as activators; actives 0.02% (n = 330,000); AID 492947;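 further: potency means the concentration at half of the fitted maximal effect; 0% = DMSO controls and full agonism = EC100 isoproterenol or metaproterenol; nearly all actives have a fitted effect of over 65% in size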
# Target sequence (P07550 whole entry, looked up): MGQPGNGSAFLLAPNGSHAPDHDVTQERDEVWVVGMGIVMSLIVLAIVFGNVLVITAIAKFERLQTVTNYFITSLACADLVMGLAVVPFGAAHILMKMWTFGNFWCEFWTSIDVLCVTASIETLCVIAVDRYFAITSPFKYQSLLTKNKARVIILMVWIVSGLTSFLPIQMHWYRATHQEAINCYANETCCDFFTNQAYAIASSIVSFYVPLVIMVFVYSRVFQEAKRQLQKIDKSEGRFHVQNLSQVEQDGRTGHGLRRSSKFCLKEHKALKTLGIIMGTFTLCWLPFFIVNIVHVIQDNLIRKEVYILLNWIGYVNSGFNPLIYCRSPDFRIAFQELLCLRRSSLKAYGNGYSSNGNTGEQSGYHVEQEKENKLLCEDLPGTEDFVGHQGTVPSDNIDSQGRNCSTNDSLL
# Active calls of the source: *; ? = inconclusive; / = not tested or not shown; [ ] = dose if it differs, or a comment. Unless noted, the call rests on the fitted dose curve; in most records, active means well fitted curve in the direction sought with a large enough effect; inconclusive means small, poorly fitted or top-dose-only effect, or another doubt; inactive means no such curve, though single readings can be large; an effect the other way counts as inactive or inconclusive. These rows are one share of the data. The share of hits here may be higher or lower than overall.
no.	Structure	FBPA coupling cs	CXXC DNA block	PKM2 act	USP2a block	GALK inh	KCNH2 WT inh
1	CC(=O)c1cccc(N/C=C\C(=O)c2ccc(C)cc2)c1	-7	-6%	0%	0%	1%	0
2	Cc1ccc2nc(-c3cccc(N)c3)[nH]c2c1	-17	5%	-46%	-1%	5%	2
3	FC(F)(F)c1ccc(NCc2ccccn2)nc1	1	0%	/	5%	1%	-1
4	COCCCNC(=S)N1CCN(S(C)(=O)=O)CC1	3	-8%	3%	-2%	1%	-3
5	CCN(C(=O)Cn1cnc2cc([N+](=O)[O-])ccc2c1=O)C1CCS(=O)(=O)C1 (stereo not given)	0	9%	0%	1%	13%	-12
6	Cc1ccnc(NS(=O)(=O)c2ccc(NC(=O)c3cc(=O)c4ccccc4o3)cc2)n1	/	18%	/	2%	-9%	-6
7	Cc1cc(Cl)c(S(=O)(=O)N2CCN(c3cccc(C)c3C)CC2)cc1OCC(N)=O	0	2%	1%	-1%	0%	-1
8	COc1ccc(C(=O)/C=C/Nc2c(C)n(C)n(-c3ccccc3)c2=O)cc1OC	1	5%	9%	1%	3%	0
9	O=S(=O)(c1ccc(F)cc1)N1CCN(c2ccc(F)cc2)CC1	4	-7%	0%[11.5 µM]	3%	-3%	-6
10	CCC1CCCCN1C(=O)CSc1nnc2nc(C)cc(C)n12 (stereo not given)	/	/	/	-4%	/	-20

no.	Menin-MLL TR inh	Giardia kill	KCNH2 3.1 inh	TRPV1 ag	B2AR arrestin
1	9%	-24	11	24	-0.3%
2	-3%	?	5	14	-0.5%
3	5%	21	10	3	0.2%
4	9%	19	9	-4	0.5%
5	-8%	-22	-1	-1	-0.1%
6	/	-1	-8	2	-0.2%
7	6%	-1	-10	12	0.2%
8	-21%	-2	-7	-2	0.0%
9	2%	-4	-2	-8	0.1%
10	/	2	13	-1	0.1%

# Arranged by the number under B2AR arrestin (low to high): some entries from above
nr | mol | CXXC DNA block | GALK inh | Menin-MLL TR inh | TRPV1 ag | B2AR arrestin
1 | CC(=O)c1cccc(N/C=C\C(=O)c2ccc(C)cc2)c1 | -6% | 1% | 9% | 24 | -0.3%
10 | CCC1CCCCN1C(=O)CSc1nnc2nc(C)cc(C)n12 (stereo not given) | / | / | / | -1 | 0.1%
3 | FC(F)(F)c1ccc(NCc2ccccn2)nc1 | 0% | 1% | 5% | 3 | 0.2%

# (continued)
no.	Structure	FBPA coupling cs	CXXC DNA block	PKM2 act	USP2a block	GALK inh	KCNH2 WT inh
11	CCOCC(O)CS(=O)(=O)c1ccccn1 (stereo not given)	-2	-11%	1%	5%	0%	14
12	O=C(c1ccco1)N1CCn2c1nc1ccccc12	-1	-3%	-39%	0%	5%	21
13	O=C(O)/C(=C\c1cn(-c2ccccc2)nc1-c1ccc(Cl)cc1)NC(=O)c1ccccc1	-4	5%	-3%	0%	0%	8
14	CC(C)NC(=S)N(CCc1ccncc1)C(C)C	0	-1%	-4%	0%	0%	-3
15	COC(=O)c1ccc(COC(=O)c2[nH]c(C)c(C(C)=O)c2C)o1	5	13%	19%	-1%	6%	-1
16	O=C(O)COc1ccccc1O	1	-1%	-1%	2%	-1%	15
17	CCOc1ccc2oc(C(=O)OCC(=O)NC(=O)NC3CCCC3)c(C)c2c1	2	8%	-2%	3%	2%	-6
18	CCCCC1C2=C(CC(C)(C)CC2=O)OC2=C1C(=O)CC(C)(C)C2	4	10%	3%	1%	0%	5
19	CCOCC(=O)Nc1cc(C(=O)Nc2cc(C)cc(C)c2)ccc1Cl	0	12%	-3%	0%	10%	/
20	CCOC(=O)c1c(NC(=O)c2c(Br)cnn2C)c(C#N)nn1-c1ccccc1	5	-9%	-6%	-1%	-2%	3

no.	Menin-MLL TR inh	Giardia kill	KCNH2 3.1 inh	TRPV1 ag	B2AR arrestin
11	-4%	25	-33	-3	-0.5%
12	26%	0	1	1	-0.4%
13	/	4	-4	0	-0.2%
14	2%	3	9	-1	-0.2%
15	-7%	14	-6	25	-1.5%
16	-8%	-24	23	-1	0.2%
17	0%	-2	-31	-1	0.5%
18	?	-8	6	0	-0.6%
19	-2%	/	/	26	-1.3%
20	-23%	-10	1	-2	-0.8%

# Continued.
no.	Structure	FBPA coupling cs	CXXC DNA block	PKM2 act	USP2a block	GALK inh	KCNH2 WT inh
21	COc1ccccc1N(CCC#N)C(=O)CSc1nc(-c2ccccc2)cn1N	-2	-4%	6%	-2%	4%	2
22	CCCOc1cc(CC(=O)NCc2ccco2)ccc1OC	6	-8%	8%	0%	-1%	3
23	COc1cc2ccccc2cc1C(=O)NC(=S)Nc1ccc(C(=O)O)cc1	4	17%	1%	-1%	-8%	1
24	COc1ccc(NC(=O)Nc2cccc3c2O[C@@H](CN(C)S(=O)(=O)c2cn(C)cn2)[C@@H](C)CN([C@H](C)CO)C3=O)cc1	/	/	/	4%	/	-7
25	C=CCNc1nc(Cl)nc(Nc2ccc([N+](=O)[O-])cc2)n1	1	21%	-3%	0%	12%	0
26	Cc1ccccc1OCC(O)CNC1CCC(NCC(O)COc2ccccc2C)CC1 (stereo not given)	-6	?	/	-1%	4%	6
27	Cc1[nH]c2ccccc2c1CCN(Cc1cccs1)C(=S)NC(C)(C)C	-1	8%	-2%	1%	9%	-9
28	CCS(=O)(=O)N(CC(=O)Nc1cccc2ccccc12)c1ccc(OC)cc1	/	/	/	-1%	/	-1
29	COc1ccc(Br)cc1CNC(=O)C1CCCN(c2nc3ccccc3o2)C1 (stereo not given)	5	-4%	-1%	1%	-2%	-7
30	Cc1cccc(-n2c(SCC(=O)O)nc3sc4c(c3c2=O)CCCC4)c1	20	5%	5%	3%	2%	6

no.	Menin-MLL TR inh	Giardia kill	KCNH2 3.1 inh	TRPV1 ag	B2AR arrestin
21	-6%	13	-16	-1	0.2%
22	-8%	-5	6	22	-0.1%
23	?	3	-1	14	-0.1%
24	/	12	-12	/	0.1%
25	?	-3	-36	2	0.4%
26	?	-9	-28	4	0.5%
27	?	-7	-71*	2	-0.2%
28	/	3	-22	2	0.1%
29	-21%	6	7	1	-0.4%
30	?	-11	12	-2	-0.7%

# The list continues:
no.	Structure	FBPA coupling cs	CXXC DNA block	PKM2 act	USP2a block	GALK inh	KCNH2 WT inh
31	O=C(COC(=O)/C=C/c1nc2ccccc2s1)Nc1cccc2ccccc12	-9	?	-25%	1%	3%	4
32	CCCCC(C(=O)NC(C)(C)C)N(Cc1ccco1)C(=O)c1snc(C(N)=O)c1N (stereo not given)	-1	-4%	2%	1%	-1%	0
33	Cn1c(=O)c2sccc2n2c(CCCC(=O)NCc3ccc4c(c3)OCO4)nnc12	8	5%	26%	2%	-1%	3
34	CCOC(=O)C(=O)Nc1nc(-c2ccccc2)c(CC)s1	3	-6%	-1%	4%	-1%	36
35	Cc1ccc(OCCCCn2c(CO)nc3ccccc32)cc1	-1	3%	-1%	1%	-1%	-15
36	O=C(Nc1cccc(Cl)c1)Nc1nc(-c2ccccc2)cs1	0	13%	-12%	-5%	2%	2
37	Cc1ccc(Cn2c(CN3CCOCC3)nc3c2c(=O)[nH]c(=O)n3C)cc1	2	3%	0%	0%	0%	11
38	Cc1ccccc1-n1nc(-c2cccnc2)cc1C(=O)N/N=C/c1ccncc1	-2	4%	0%	3%	4%	2
39	Cc1ccc(C(=O)NCC2CCCN2S(=O)(=O)c2cccs2)cc1C (stereo not given)	/	/	/	-2%	/	3
40	CCOC(=O)CSc1nnc(NC(=O)CN2CCN(C=O)CC2)s1	2	-25%	/	6%	-1%	10
41	CCOC(=O)c1cnc(Nc2nc3ccccc3o2)nc1C	-6	13%	-49%	7%	8%	11
42	COCCCNC(=O)Cn1cnc(C(=O)Nc2ccc(C)c(C)c2)n1	/	/	/	5%	/	10
43	COc1ccc(CNC(=O)C2CC(c3ccccc3[N+](=O)[O-])=NO2)cc1 (stereo not given)	3	2%	2%	-1%	1%	/

no.	Menin-MLL TR inh	Giardia kill	KCNH2 3.1 inh	TRPV1 ag	B2AR arrestin
31	6%	11	-5	-1	-0.6%
32	-7%	-2	?	20	-0.2%
33	-2%	7	4	-3	-0.1%
34	11%	-22	19	8	0.3%
35	-3%	-9	2	?	0.1%
36	?	4	2	?	-0.3%
37	0%	29	10	-1	-0.7%
38	-20%	6	-16	4	0.0%
39	/	14	-3	14	-0.2%
40	-2%	11	6	-5	0.0%
41	-3%	?	13	-4	0.1%
42	/	5	8	/	1.0%
43	/	-2	/	/	-0.3%
